# Screening results (PubChem BioAssay)
# Pf growth 48h – inhibits P. falciparum growth in the first generation, 48 h; Potency, µM (highest dose often 28.7 µM), for the others: at the highest dose activity change, negative = inhibition, usual class: inhibitors; P. falciparum luciferase growth in erythrocytes, 48 h; 5.9% of 310,000 active; note: potency is the fitted concentration of half-maximal effect; % is set by controls: 0 for no effect and ±100 for the full control effect
#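 Compounds are pin-transferred into medium, infected erythrocytes (2% hematocrit, 0.1% parasitemia final) are added, and plates sit one parasite generation at 37 C in 5% CO2. Detection reagent is then added and luminescence measured.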
# AmpC inh no detg – inhibitors of E. coli AmpC beta-lactamase without detergent; 0.52% of 330,000 active; AID 485341; AmpC nitrocefin hydrolysis, absorbance 480 nm, 0.0001% Triton; Potency, µM (top dose mostly 57.1 µM), for inactives: top-dose activity change, negative = inhibition, hits mostly inhibitors; P00811;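 note: potency is the fitted concentration of half-maximal effect; plate controls were no compound for no effect and no enzyme for full effect; nearly all actives have a fitted effect of over 20% in size; some results filed as inactive show a strong effect at the top dose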
# Target sequence (P00811 whole entry, looked up): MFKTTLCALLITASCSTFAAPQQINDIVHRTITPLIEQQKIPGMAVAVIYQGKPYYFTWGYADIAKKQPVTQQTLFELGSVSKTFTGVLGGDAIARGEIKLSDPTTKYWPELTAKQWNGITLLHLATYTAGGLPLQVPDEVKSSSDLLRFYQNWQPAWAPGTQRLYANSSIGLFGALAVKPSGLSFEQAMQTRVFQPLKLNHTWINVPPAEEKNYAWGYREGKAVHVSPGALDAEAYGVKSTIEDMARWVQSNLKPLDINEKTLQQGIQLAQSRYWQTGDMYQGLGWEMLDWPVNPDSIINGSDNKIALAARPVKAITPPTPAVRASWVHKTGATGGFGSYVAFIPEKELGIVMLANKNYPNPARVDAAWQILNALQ
#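 AmpC (5.3 nM in the dispensed reagent) in 20 mM phosphate pH 7.0 with 0.01% (detergent screen) or 0.0001% Triton X-100 was preincubated with compounds for 15 min at room temperature. Nitrocefin was then added from an 800 uM solution, and hydrolysis was followed at 480 nm.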
# CHX counter – counter-screen hit for Shiga toxin inhibitors, cycloheximide. cell reporter, cycloheximide protein synthesis inhibition counterscreen. max response, %. 12% of 300,000 active; in the data active = max response mostly above about 13%, no sharp cut-off; inactive = mostly below about 14%; note: read at 38.3 µM for the half of the compounds with a filed dose; 0% is about no effect
# Tb PYK inh – inhibitors of Trypanosoma brucei pyruvate kinase; TbPYK enzyme, Kinase-Glo Plus ATP luminescence, 45 min; Potency, µM (doses to about 76.8 µM), inactives show at the highest dose activity, negative = inhibition, hits mostly inhibitors; 0.12% of 410,000 active; note: potency is the fitted concentration of half-maximal effect; % is set by controls: 0 for no effect and ±100 for the full control effect; nearly all actives have a fitted effect of over 50% in size
#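 TbPYK + substrate in 50 mM TEA pH 7.2, 100 mM KCl, 10 mM MgCl2, 0.05% BSA, 0.01% Tween-20; cpd pinned; ADP 130 uM final; 45 min RT; Kinase-Glo Plus 10 min; luminescence endpoint.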
# Shiga inhibitor – blocks Shiga toxin action in Vero cells; Vero cells, Shiga toxin protein synthesis inhibition reporter; inhibition, % at 38.7 µM; 9.2% of 290,000 active; in the data active = inhibition mostly above about 28%, no sharp cut-off; inactive = mostly below about 43%; note: 0% is about no effect
# Pf growth 96h – inhibits malaria parasite growth, 96 h; P. falciparum luciferase reporter growth, 96 h; Potency, µM (doses to about 28.7 µM), for the others: at the top dose activity change, negative = inhibition, hits mostly inhibitors; 6.9% of 320,000 active; AID 504834; note: potency is the fitted concentration of half-maximal effect; % is set by controls: 0 for no effect and ±100 for the full control effect
#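 Two-generation exposure (96 h) targets delayed-death phenotype. Reporter parasites carrying integrated firefly luciferase, in red cells at 2% hematocrit and 0.05% parasitemia final, kept at 37 C, 5% CO2; luminescence loss indicates inhibition.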
# LmPK inhibitor – LmPK (Leishmania mexicana) enzyme inhibition; purified LmPK, Kinase-Glo ATP luminescence, 1 h; Potency, µM (titrated, usually from 57.5 µM), for the others: at the top dose activity change, negative = inhibition, usual class: inhibitors; 0.37% of 290,000 active; note: potency is the fitted concentration of half-maximal effect; % is set by controls: 0 for no effect and ±100 for the full control effect
# Target sequence (Q27686 whole entry, looked up): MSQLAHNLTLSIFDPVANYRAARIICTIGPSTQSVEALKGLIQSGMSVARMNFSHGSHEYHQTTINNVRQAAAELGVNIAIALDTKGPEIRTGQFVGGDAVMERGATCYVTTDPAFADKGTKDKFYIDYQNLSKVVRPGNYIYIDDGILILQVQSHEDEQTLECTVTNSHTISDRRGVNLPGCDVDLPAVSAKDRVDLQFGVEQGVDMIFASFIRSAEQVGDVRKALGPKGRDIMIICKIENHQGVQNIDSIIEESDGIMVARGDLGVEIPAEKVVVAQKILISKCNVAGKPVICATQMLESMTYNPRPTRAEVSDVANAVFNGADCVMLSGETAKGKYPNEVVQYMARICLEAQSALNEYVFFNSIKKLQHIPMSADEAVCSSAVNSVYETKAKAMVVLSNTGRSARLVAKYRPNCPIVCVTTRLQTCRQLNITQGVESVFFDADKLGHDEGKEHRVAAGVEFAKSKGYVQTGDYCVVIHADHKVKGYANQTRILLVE
#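 0.1 nM LmPK, 0.5 mM PEP, 0.1 mM ADP; 50 mM imidazole pH 7.2, 7 mM MgCl2, 50 mM KCl; 1 h RT. Kinase-Glo luminescence readout, normalized to no-enzyme (full inhibition) and uninhibited wells.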
# * = called active by the depositor; u = inconclusive; x = no result given; & = joins results of further samples; [ ] = remark or other dose. Unless noted, calls come from the whole dose curve; as a rule, active = well fitted curve in the direction sought with a large enough effect; inconclusive = small, poorly fitted or top-dose-only effect, or another doubt; inactive = no such curve, though single readings can be large; an effect the other way counts as inactive or inconclusive. Not a hit list; overall some 22% were active at least once.
SMILES,Pf growth 48h,AmpC inh no detg,CHX counter,Tb PYK inh,Shiga inhibitor,Pf growth 96h,LmPK inhibitor
COc1cc(OC)c(OC)cc1CN1CCN(C(=O)CC(C)C)CC1,0%,12%,-2,-4%,-6,u,1%
O=C(Nc1nc(-c2cccs2)c(-c2cccs2)s1)C1CCCC1,-24%,-40%,9,2%,-9,u,1%
CCCOc1ccc(C(=O)NNC(=S)NC(C)=O)cc1,u,-45%,17,u,39,0.33µM*,-1%
CC(C1CC1)N(Cc1ccccc1)C(=O)NC(=O)c1ccccc1 (stereo not drawn),-2%,-40%,12,0%,-3,-2%,2%
Cc1ccc(N=Nc2c(C)[nH]n(C(N)=S)c2=O)cc1,u,-13%,26,4%,56,u,-2%
COCCCNC(=O)c1cn(CCOC)c(=O)c2c1c1ccccc1n2C,0%,3%,-1,-1%&-2%,-1,u,-1%
CC(C)NC(=O)c1ccccc1N(Cc1ccccc1)S(C)(=O)=O,x,-19%,-4,-9%,-9,x,-5%
O=C(CCn1nnc2ccccc2c1=O)N[C@@H](Cc1c[nH]c2ccccc12)C(=O)O,7%,-4%,-1,-2%,-7,30%,-1%
COc1ccc(C2OC(=O)CC2C(=O)NC2CCCCCC2)cc1OC (stereo not drawn),6%,-2%,-4,-1%,-19,u,4%
Cc1cccc(C)c1NC(=O)CNC(=O)CCCc1c[nH]c2ccccc12,u,-19%,x,-3%,x,u,x
CCCC1Cc2c(sc3nc(SC)nc(N)c23)CO1 (stereo not drawn),-13%,-26%,16,2%,-4,112%[activator],4%
CN(C(=O)CSc1n[nH]c(-c2cccs2)n1)C1CCS(=O)(=O)C1 (stereo not drawn),0%,-10%,x,7%,x,-5%,x
CCN(CC)C1CCN(C(=O)c2ccc(OC3CCN(Cc4ccccn4)CC3)cc2)C1 (stereo not drawn),-20%,4%,-1,2%,-2,u,6%
COc1ccc(N2CCN(S(=O)(=O)c3cnc[nH]3)CC2)cc1,9%,0%,-2,-1%,-3,7%,-2%
COC(=O)CN1C2=NCCCN2c2ccccc21,32%[activator],0%,-2,4%,-12,80%[activator],-4%
Cc1cc(C)cc(NC(=O)CSc2nc3[nH]ncc3c(=O)[nH]2)c1,3%,-25%,-2,-8%,-11,18%,-5%
COc1cc(C(=O)NCc2ccco2)cc(OC)c1OC,4%,-3%,-4,4%,88,x,3%
Cc1ccsc1C(=O)C1CCCN(CCO)C1 (stereo not drawn),u,-7%,6,7%,38,u,3%
Cc1cc(S(=O)(=O)N2c3ccc(F)cc3CCC2C)ccc1-n1cnnn1 (stereo not drawn),-30%,0%,-6,3%,-9,29%,0%
Cc1ccc(C2=[N+]([O-])C(C)N(O)C2(C)C)o1 (stereo not drawn),x,-15%,-2,-3%,-7,7%,2%

# Full records, quoted from the list.
# Record of CC(C1CC1)N(Cc1ccccc1)C(=O)NC(=O)c1ccccc1 (stereo not drawn) → Pf growth 48h = -2%; AmpC inh no detg = -40%; CHX counter = 12; Tb PYK inh = 0%; Shiga inhibitor = -3; Pf growth 96h = -2%; LmPK inhibitor = 2%
# Record of CCCC1Cc2c(sc3nc(SC)nc(N)c23)CO1 (stereo not drawn) → Pf growth 48h = -13%; AmpC inh no detg = -26%; CHX counter = 16; Tb PYK inh = 2%; Shiga inhibitor = -4; Pf growth 96h = 112%[activator]; LmPK inhibitor = 4%
# Record of Cc1cc(C)cc(NC(=O)CSc2nc3[nH]ncc3c(=O)[nH]2)c1 → Pf growth 48h = 3%; AmpC inh no detg = -25%; CHX counter = -2; Tb PYK inh = -8%; Shiga inhibitor = -11; Pf growth 96h = 18%; LmPK inhibitor = -5%

# Returning to the listing; the two compounds before the break are reprinted first.
SMILES,Pf growth 48h,AmpC inh no detg,CHX counter,Tb PYK inh,Shiga inhibitor,Pf growth 96h,LmPK inhibitor
Cc1cc(S(=O)(=O)N2c3ccc(F)cc3CCC2C)ccc1-n1cnnn1 (stereo not drawn),-30%,0%,-6,3%,-9,29%,0%
Cc1ccc(C2=[N+]([O-])C(C)N(O)C2(C)C)o1 (stereo not drawn),x,-15%,-2,-3%,-7,7%,2%
Nc1ccnn1Cc1ccncc1,11%,-8%,1,0%,-17,30%[activator],0%
CCCCCN(C(=O)CCC(=O)OCC(=O)NCc1cccc(OC)c1)c1c(N)n(CCCC)c(=O)[nH]c1=O,55%[activator],191%[activator],1,2%,10,-2%,3%
CC1(C)CC(N=Cc2c(O)n(Cc3ccc4c(c3)OCO4)c(=O)c3ccccc23)CC(C)(C)N1,8.3µM*,-4%,-4,1%,6,10µM*,5%
O=C(C[N+]1(CC#Cc2ccccc2)CCCCC1)c1ccc(Cl)cc1,u,19%,0,3%,-2,-22%,10%
COC(=O)c1ccccc1NC(=O)Cn1cnc2cc(C)c(C)cc21,-11%,33%,-3,-7%,-5,17%,-1%
COc1ccc(NC(=O)c2cc3c(CO)cnc(C)c3oc2=Nc2cccc(F)c2)c(OC)c1,2%,-18%,2,1%,8,u,-4%
CCCCNC(=O)N(O)C1N(/N=C/c2cccnc2)C(=S)SC1(C)C (stereo not drawn),u,-2%,1,10%,7,-25%,-1%
CC(Sc1nnc(N)s1)C(=O)Nc1ccc(N2CCOCC2)cc1 (stereo not drawn),-24%,-15%,-6,-5%,-6,x,-2%
C=CCn1c(SCC(=O)NC23CC4CC(CC(C4)C2)C3)nc(O)cc1=O,u,-58%,-2,6%,-3,-29%,0%
COCCOC(=O)c1c(C)n(C)c2ccc(OC(=O)c3cccs3)cc12,-1%,-11%,1,-7%,9,28%,4%
CC(=O)Nc1ccc(OC(=O)c2ccc(Cl)cc2)cc1,-2%,-9%,1,-1%,10,22%,2%
C/C(CC(=O)Nc1ccc(Cl)c(Cl)c1)=N\NC(=O)Cc1ccccc1,31%[activator],-31%,-2,0%,-15,0%,2%
Cn1c2ccccc2c2cnn(CC(=O)NCCCN3CCN(c4ccccc4F)CC3)c(=O)c21,u,81%[activator],2,-1%&-5%,1,-7%,3%
Cc1cc(NC(=O)CSc2ccc(-c3ccc4c(c3)OCO4)nn2)no1,161%[activator],-6%,11,x,-5,69%[activator],0%
CC(=O)c1ccc(NC(=S)N2C(C)CCCC2C)cc1 (stereo not drawn),u,-1%,-4,x,-14,51%[activator],0%
CN1CCN(c2ccc(Cl)cc2NS(=O)(=O)c2ccccc2Cl)CC1,u,57%,-1,-2%,-6,u,1%
CC(NS(=O)(=O)c1cccc(C(=O)NCc2ccncc2)c1)c1ccccc1 (stereo not drawn),-28%,-16%,x,-12%,x,-7%,x
COC(=O)c1ccc(CSc2nc3ccc(C)cc3[nH]2)o1,x,-13%,27*,-16%,37*,-20%,1%
COc1ccc(C(=O)NNC(=O)c2ccc(S(=O)(=O)N3CCCCC3)cc2)cc1,-7%,-20%,-1,-3%,-11,-21%,2%
O=C(CSc1nnc2c(n1)[nH]c1ccccc12)Nc1ccc2c(c1)OCO2,5%,8.9µM*,17,-12%,20,x,-7%
c1ccc(Oc2ccc(-c3ccnc4nc(N5CCN(c6ccccc6)CC5)nn34)cc2)cc1,u,-15%,-1,x,-11,u,-1%
COc1ccc(NC(=O)CSc2c(C)n[nH]c2C)cc1,20%,-20%,-2,0%,-24,x,2%
CCNC(=O)CC1C(=O)N(c2ccccc2)C(=O)N1CCOC (stereo not drawn),30%,2%,1,6%,-5,11%,0%
CC(C)(C)c1ccc(OC(=O)c2ccccc2)cc1,62%[activator],-32%,-2,3%,18,19%,-2%
Cc1ccc(/C=C2\C(=O)NC(=O)N(CCc3ccc(F)cc3)C2=O)o1,2%,-43%,0,-7%,22,7%,1%
COc1ccc(S(=O)(=O)N(C)c2ccc(C(=O)N3CCC(C(N)=O)CC3)cc2)cc1,u,11%,-3,1%,-15,u,0%
COC(=O)c1ccc(N2CCN(c3ccccc3)CC2)nc1,134%[activator],-14%,25*,-7%,45*,159%[activator],0%
CC(C)N1CCc2c(sc(NC(=O)c3ccc4ccccc4c3)c2C(N)=O)C1,10µM*,112%[activator],10,-1%,-20,9.3µM*,-13%
Cn1c(=O)c2c(ncn2CC(=O)OCC(=O)c2ccc(Cl)cc2)n(C)c1=O,9%,-19%,x,-10%,x,37%[activator],x
COc1ccc([N+](=O)[O-])cc1NC(=O)COC(=O)/C=C/c1ccco1,41%[activator],-36%,-4,-6%,27,22%,4%
Cc1ccccc1Cn1c2ccccc2c2cnn(CC(=O)NCc3ccco3)c(=O)c21,-26%,-38%,2,6%,6,-26%,1%
O=C(COC(=O)C1(c2ccccc2)CC1)NNC(=O)c1ccccc1F,u,-9%,x,-4%,x,4%,x
Cc1ccccc1-n1c(C)nnc1SCc1cc(=O)oc2ccc3ccccc3c12,10%,-9%,0,-6%,-9,15µM*,-6%
Cc1cc(C)nc(NC(=S)Nc2cccc(Cl)c2Cl)c1,-11%,-14%[2.29 µM],7,-9%,-14,u,0%
O=C(COC(=O)c1ccc(O)cc1O)Nc1ncc(Cl)cc1Cl,-6%,-39%,x,2%,x,3%,x
O=C(CCNC(=O)c1ccc(Br)cc1)NCc1ccncc1,-14%,-15%,x,-3%,x,5%,x
O=C(NCc1n[nH]c(=S)n1-c1ccccc1)c1cccs1,u,-8%,-2,u,-9,14%,-4%
COCCn1nnnc1C(c1cc2cccc(C)c2[nH]c1=O)N1CCN(c2ccccc2F)CC1 (stereo not drawn),u,74%[activator],-5,-25%,-5,1%,5%
Cc1cc(C(=O)CCl)c(C)n1CCc1ccccc1,-13%,-5%[11.4 µM],8,4%,15,-26%,1%
COC(=O)c1cc(OC)c(OC)cc1NC(=O)c1cnccn1,-3%,-16%,1,x,-2,1%,-4%
Cc1ccc(NC(=O)Cn2nc(-c3ccccc3Cl)ccc2=O)c(Br)c1,35%[activator],-12%,7,8%,-5,-30%,-8%
CC(=O)c1ccc(NC(=S)NCCc2ccc(S(N)(=O)=O)cc2)cc1,30%,124%[activator],32*,5%,99*,-8%,-2%
CC1CCCN(Cc2nc(Cc3ccccc3Cl)no2)C1 (stereo not drawn),32%[activator],40%,23*,0%,38*,u,1%
COC(OC)c1ccnc(-c2ccc(OC(C)=O)cc2)n1,28%,3%,22*,-5%,50,125%[activator],0%
CCOc1ccccc1N1CC(C(=O)Nc2ccc3c(c2)OCCO3)CC1=O (stereo not drawn),0%,3%,18,-5%,48,-27%,9%
CC1(C)Cc2c(c(N3CCOCC3)nc3sc4c(NN)ncnc4c23)CS1,u,-39%,-5,1%,-15,x,0%
COc1ccc(Cl)cc1-c1nc(N)nc(N(C)C)n1,-5%,-29%,-3,-7%,-7,0%,1%
O=C(NCCS(=O)(=O)N1CCN(c2ccccc2)CC1)c1ccc(Br)o1,0%,-17%,x,-12%,x,21%,x
C=C1CCN(C(C(=O)OC)C(C)C)S(=O)(=O)c2ccccc21 (stereo not drawn),-5%,-11%,0&-9,-4%,-5&-4,-4%,7%
CCOC(=O)c1sc2nc(C3CC3)cc(-c3ccc(F)cc3)c2c1N,0%,-15%,-3,-9%,-18,4%,1%
O=c1c([N+](=O)[O-])c(NCCN2CCCCCC2)c2ccccc2n1-c1ccccc1,u,-12%,1,2%,-1,60%[activator],6%
